Screens from PubChem.
PLC-gamma1 inh: PLC-gamma1 enzyme inhibitors, primary screen, biochemical, fluorescence, purified enzyme. fluorogenic substrate. inhibition, % at 12.2 µM. AID 720700, 2013. 1-phosphatidylinositol 4,5-bisphosphate phosphodiesterase gamma-1 (Homo sapiens), P19174. actives 0.84% (n = 370,000); in the data active = inhibition above about 9.5%
SMARCA2 act: SMARCA2 (BRM) function activators, primary screen, cell-based, luminescence, high throughput | activation, % at 9.1 µM | AID 652017, 2013 | MG213 cells, MMTV-luciferase reporter, dexamethasone, overnight | actives 1% (n = 370,000); in the data active = activation above about 7.8%;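 note: 0% = vehicle wells and 100% = reference activator wells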
ADAM17 inh: ADAM17 inhibitors, primary screen, biochemical, QFRET; Disintegrin and metalloproteinase domain-containing protein 17 (Homo sapiens), P78536; recombinant ADAM17, EDANS/DABCYL FRET peptide cleavage; inhibition, % at 6.95 µM; actives 0.83% (n = 370,000); AID 720648, 2013;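 active = inhibition above the mean of compounds lying between control limits plus 3 SD, set per campaign, cut at about 8.5% in these data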;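 note: 0% = DMSO-only wells as the low control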
PLC-beta3 inh: human PLC-beta3 inhibitors, primary screen, biochemical, fluorescence; 1-phosphatidylinositol 4,5-bisphosphate phosphodiesterase beta-3 (Homo sapiens), Q01970; Purified PLC-beta3, fluorogenic substrate; inhibition, % at 12.2 µM; actives 0.18% (n = 370,000); AID 720704, 2013; in the data active = inhibition above about 11%;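 note: 0% = median of compound wells on plate and 100% = full blocker control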
hcDAF12 agonist: H. contortus DAF-12 nuclear receptor activators, primary screen, cell-based, luminescence, HEK293, lit1-tk-luc reporter. actives 1.4% (n = 370,000). HEK293 hcDAF-12 lit1-tk-luc reporter; 0% DMSO, 100% Δ7-dafachronic acid. activation, % at 6.8 µM;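 active = activation above the mean of all tested compounds plus 3 SD, cut at about 5.5% in these data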;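 note: 100% = response to 3 µM Δ7-dafachronic acid high control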
NR1D1 modulator: modulators of Rev-erb alpha DNA binding, primary screen, biochemical, FITC-DNA, fluorescence polarization, uHTS; Nuclear receptor subfamily 1 group D member 1 (Homo sapiens), P20393; Rev-erbα–FITC-DNA binding, 90 min; activity, % at 10 µM; actives 0.79% (n = 370,000);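 active = activity above about 14%, limit read from the data; passing the limit was not always enough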;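 note: 0% = DMSO wells with 35 nM protein and 100% = DMSO wells with 750 nM protein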
Target sequence (P20393 whole entry, looked up): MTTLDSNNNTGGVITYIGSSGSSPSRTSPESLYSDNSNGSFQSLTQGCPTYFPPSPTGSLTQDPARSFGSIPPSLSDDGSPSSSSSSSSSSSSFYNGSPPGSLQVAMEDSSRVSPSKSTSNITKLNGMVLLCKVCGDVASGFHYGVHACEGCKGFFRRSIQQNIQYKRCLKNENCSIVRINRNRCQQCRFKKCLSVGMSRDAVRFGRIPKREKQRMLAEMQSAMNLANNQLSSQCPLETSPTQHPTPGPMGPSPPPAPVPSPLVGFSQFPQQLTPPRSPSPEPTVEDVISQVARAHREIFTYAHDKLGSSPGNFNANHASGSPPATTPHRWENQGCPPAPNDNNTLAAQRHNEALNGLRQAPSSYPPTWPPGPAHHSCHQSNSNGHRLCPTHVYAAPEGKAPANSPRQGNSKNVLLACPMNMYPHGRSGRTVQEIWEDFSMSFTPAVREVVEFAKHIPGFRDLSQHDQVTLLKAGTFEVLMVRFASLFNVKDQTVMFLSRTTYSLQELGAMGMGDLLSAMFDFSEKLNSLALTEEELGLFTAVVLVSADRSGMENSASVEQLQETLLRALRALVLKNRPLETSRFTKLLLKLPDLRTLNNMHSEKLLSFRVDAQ
DAX1 inh-1: DAX1 (NR0B1) inhibitors, primary screen, cell-based, HEK293, Gal4-DAX1, luciferase luminescence; AID 504766, 2011; actives 0.99% (n = 340,000); inhibition, % at 6.75 µM; Nuclear receptor subfamily 0 group B member 1 (Homo sapiens), P51843; HEK293 Gal4-DAX1 luciferase reporter;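 active = inhibition above the mean over all tested compounds plus 3 SD, cut at about 4.2% in these data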;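 note: 0% = DAX1-transfected cells with DMSO and 100% = empty-vector control cells with DMSO; inhibition shows as a rise in luminescence from relieved DAX1 repression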
hgDAF-12 ag: H. glycines DAF-12 receptor agonists, primary screen, cell-based, luminescence, HEK293, GAL4 fusion, UAS-luciferase | HEK293 GAL4-hgDAF12 UAS-luciferase reporter, agonist luminescence; normalized to butyrate control | actives 1.8% (n = 370,000) | activation, % at 6.8 µM;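 active = activation above a cutoff set at the mean of all screened compounds plus 3 SD, cut at about 10% in these data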;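 note: 0% = DMSO wells and 100% = sodium butyrate wells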
ssDAF12 agonist: S. stercoralis DAF-12 nuclear receptor activators, primary screen, cell-based, luminescence, HEK293, GRIP1 co-expression, lit1-tk-luc; HEK293 ssDAF-12/GRIP1 lit1-tk-luc reporter; % of 3 µM dafachronic acid response; activation, % at 6.8 µM; actives 1% (n = 370,000);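 active = activation above the mean over all tested compounds plus 3 SD, cut at about 0.9% in these data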;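 note: 0% = DMSO-only wells and 100% = 3 µM delta7-dafachronic acid wells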
MBD2 DNA inh: inhibitors of MBD2 binding to methylated DNA, primary screen, biochemical, TR-FRET, DNA-binding domain, human; Methyl-CpG-binding domain protein 2 (Homo sapiens), Q9UBB5; MBD2 binding to methylated oligonucleotide; inhibition, % at 4.4 µM; actives 0.31% (n = 370,000); in the data active = inhibition above about 13%
Target sequence (Q9UBB5 whole entry, looked up, the tested form may be a part): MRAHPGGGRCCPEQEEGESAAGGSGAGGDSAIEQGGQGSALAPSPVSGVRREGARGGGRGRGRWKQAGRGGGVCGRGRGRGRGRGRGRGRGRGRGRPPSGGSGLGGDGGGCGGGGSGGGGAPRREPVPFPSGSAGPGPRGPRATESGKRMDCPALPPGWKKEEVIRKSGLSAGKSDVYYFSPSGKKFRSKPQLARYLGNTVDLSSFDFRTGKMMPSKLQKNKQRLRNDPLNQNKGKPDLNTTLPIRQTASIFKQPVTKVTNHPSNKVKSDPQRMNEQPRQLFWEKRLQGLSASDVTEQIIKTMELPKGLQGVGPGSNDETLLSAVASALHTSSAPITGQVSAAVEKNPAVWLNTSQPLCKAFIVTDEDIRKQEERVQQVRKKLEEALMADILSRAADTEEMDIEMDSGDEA
DAX1 inh-2: DAX1 (NR0B1) inhibitors on StAR promoter, primary screen, cell-based, luminescence, SF-1 (NR5A1), full-length DAX-1; HEK293T StAR-luciferase reporter, SF-1/DAX-1 repression relief; AID 652010, 2013; inhibition, % at 6.8 µM; actives 1.1% (n = 370,000);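 active = inhibition above the mean over all tested compounds plus 3 SD, cut at about 3.6% in these data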;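 note: 0% = DAX-1 cells with DMSO and 100% = cells lacking DAX-1 with DMSO; higher inhibition means more luminescence from relief of DAX-1 repression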
Active calls of the source: *; i = inactive; / = not tested or not shown.

Under each structure – PLC-gamma1 inh	SMARCA2 act	ADAM17 inh	PLC-beta3 inh	hcDAF12 agonist	NR1D1 modulator	DAX1 inh-1	hgDAF-12 ag	ssDAF12 agonist	MBD2 DNA inh	DAX1 inh-2
- CCOc1ccc2oc(-c3ccccc3)c(C(=O)O)c2c1
    -397	-1	-332	-488	-1.5	-2	0.1	-2.0	-1.0	7	0.4
- CCc1cccc(C)c1NC(=O)COC(=O)CNS(=O)(=O)/C=C/c1ccccc1
    1	-3	3	3	0.2	8	0.4	-0.1	-0.5	0	0.9
- Cc1cc(Br)ccc1OCCN1CC(C)OC(C)C1 (stereo not drawn)
    0	-3	-6	-163	-2.8	-4	-0.5	2.3	-1.8	2	-0.6
- O=C(COc1ccc2cc(-c3ccccc3)c(=O)oc2c1)NCC1CCC(C(=O)O)CC1 (stereo not drawn)
    i	1	i	i	1.2	-14	1.0	4.2	-1.3	1	-0.6
- COc1ccc(-c2cc(C(=O)NCCCn3ccnc3)no2)cc1OC
    -3	-2	0	-1	0.4	-9	3.3	2.0	-0.8	3	-0.6
- O=C(CCc1ccccc1)NNC(=O)c1ccccc1F
    0	1	1	2	-1.5	2	0.3	-4.1	-0.7	-1	-0.6
- C[C@H](NC(=O)c1nc[nH]c1C(=O)NCc1ccc(CNC(=O)OC(C)(C)C)cc1)C(=O)OC(C)(C)C
    -1	1	4	2	-2.2	-7	-0.8	-1.8	-1.1	2	-0.6
- CCc1nc2ccccc2c(=O)n1NC(=O)c1c(O)c2cccc3c2n(c1=O)CCC3
    5	-2	4	9	-1.1	2	0.9	3.6	-1.2	-3	-0.2
- N#CC1=C(N)OC2=C(C(=O)CCC2)C1c1ccc2c(c1)OCO2 (stereo not drawn)
    2	2	0	-5	-1.5	5	1.6	-2.4	-1.4	1	-0.1
- OCCN1C2=NCCCN2c2ccccc21
    0	-2	-4	-3	-1.2	7	1.6	0.0	-0.9	-5	0.2
- COc1ccccc1S(=O)(=O)Cc1ccc(C(=O)N2CCOCC2)o1
    3	-1	-3	-3	-0.6	0	0.2	1.3	-1.6	1	-0.2
- Cc1noc(NC(=O)c2cccc(Cl)c2Cl)c1C#N
    1	8	1	-2	-1.1	-1	0.8	-2.0	-1.9	-1	0.1
- CC1CC(C)CN(S(=O)(=O)c2cccc3cccnc23)C1 (stereo not drawn)
    4	0	2	5	-1.2	6	2.3	-2.4	-1.5	0	-0.4
- COc1ccc(/C=C2/C(=O)ON=C2c2ccccc2)cc1OC
    4	-1	-3	1	0.6	-4	0.6	-0.6	-1.1	-2	-1.1
- O=C(N[C@H](C(=O)N1CCC[C@H]1C(=O)NC1CCCC1)c1ccccc1)c1ccc(Cl)c(Cl)c1
    2	0	-2	-2	1.1	-5	/	-2.5	-0.5	4	0.0
- COc1ccccc1NC(=S)NN=C(C)c1ccccn1
    -1	0	5	0	-4.2	-4	-4.4	-11	-1.9	-6	-4.5
- N#Cc1ccc(COC(=O)Cn2nnc(-c3ccccc3)n2)cc1
    6	-1	-7	-1	-0.9	-3	0.7	-1.2	-0.6	3	-0.5
- CC(c1nc2ccccc2c(=O)[nH]1)N1CCN(C)CC1 (stereo not drawn)
    -1	-1	-6	-1	-1.5	-4	2.6	2.0	-1.2	3	-0.3
- O=C(N/N=C\c1cn[nH]c1-c1ccccc1)c1cccs1
    1	3	1	-2	1.6	1	3.6	13*	0.0	-2	2.1
- CN(C)C1=NCCN1CCc1ccccc1
    4	2	1	4	-0.4	6	1.1	1.1	-1.1	-2	0.4
- O=C(O)CCC(=O)Nc1ccc(N2CCCCC2)c(C(=O)O)c1
    -2	-2	-7	-6	-2.1	-2	0.2	-1.4	-0.6	-5	-0.7
- Cc1csc(NC(=O)CN2C(=O)c3ccccc3S2(=O)=O)n1
    2	1	-1	-2	-0.1	-7	1.4	3.5	-0.2	-2	-0.5
- COC(=O)c1cccc(NC(=O)/C=C/c2ccc([N+](=O)[O-])cc2)c1
    0	-2	2	2	-3.4	3	-3.8	0.5	-2.0	-5	-1.3
- O=C(NCCCl)Nc1ccccc1OCCOc1ccccc1NC(=O)NCCCl
    -1	0	-4	-5	-1.0	-3	0.8	-0.2	-1.2	2	-0.2
- Cc1ccc(S(=O)(=O)NCCn2nc(C)nc2C)cc1
    3	0	-1	-5	-0.4	2	0.9	1.6	-0.8	3	0.0
- COC(=O)N1C[C@H](OCc2ccc3c(c2)OCO3)[C@H]2C[C@@H]1c1ccccc1O2
    7	-4	-2	2	0.9	2	/	-3.5	-0.9	4	-0.1
- COc1ccc(-c2noc(CN(C)S(=O)(=O)c3ccc(C)cc3)n2)cc1
    5	-5	4	1	-0.9	0	0.0	1.8	-0.7	-2	-0.9
- CC(C)Cc1nnc(NC(=O)CCC(=O)Nc2ccc(F)cc2)s1
    1	0	-3	2	-0.5	6	1.0	2.1	-1.1	2	0.4
- O=C(NC1CCCC(C(F)(F)F)C1)c1ccc([N+](=O)[O-])o1 (stereo not drawn)
    0	7.9*	-3	3	-0.6	4	-0.5	-4.0	-1.0	-7	-4.6
- COc1ccccc1OCC(O)Cn1c(=N)n(CCN2CCCCC2)c2ccccc21 (stereo not drawn)
    0	3	0	4	-1.6	1	0.6	1.1	-1.5	-3	-0.2

Part of the list above in another layout:
molecule	PLC-gamma1 inh	SMARCA2 act	ADAM17 inh	PLC-beta3 inh	hcDAF12 agonist	NR1D1 modulator	DAX1 inh-1	hgDAF-12 ag	ssDAF12 agonist	MBD2 DNA inh	DAX1 inh-2
CC(C)Cc1nnc(NC(=O)CCC(=O)Nc2ccc(F)cc2)s1	1	0	-3	2	-0.5	6	1.0	2.1	-1.1	2	0.4
OCCN1C2=NCCCN2c2ccccc21	0	-2	-4	-3	-1.2	7	1.6	0.0	-0.9	-5	0.2
CCc1nc2ccccc2c(=O)n1NC(=O)c1c(O)c2cccc3c2n(c1=O)CCC3	5	-2	4	9	-1.1	2	0.9	3.6	-1.2	-3	-0.2
O=C(O)CCC(=O)Nc1ccc(N2CCCCC2)c(C(=O)O)c1	-2	-2	-7	-6	-2.1	-2	0.2	-1.4	-0.6	-5	-0.7

(listing goes on)
Under each structure – PLC-gamma1 inh	SMARCA2 act	ADAM17 inh	PLC-beta3 inh	hcDAF12 agonist	NR1D1 modulator	DAX1 inh-1	hgDAF-12 ag	ssDAF12 agonist	MBD2 DNA inh	DAX1 inh-2
- COc1ccc(Cl)cc1C(=O)n1nc(C)cc1C
    1	-3	-3	3	-0.4	2	0.3	1.3	-1.0	1	0.2
- CC(C)NC(=O)[C@@H]1CSC2c3ccccc3C(=O)N21 (stereo partly drawn)
    6	2	5	3	1.6	8	-1.3	-2.3	-1.2	4	0.3
- O=C(NCCOc1ccc(Cl)cc1)c1ccc2c(c1)OCCO2
    -2	5	2	-10	2.2	0	0.8	6.3	-0.5	-2	5.8*
- COc1cc(CN2CCC(C(=O)NC(c3ccccc3)c3ccsc3)CC2)cc(OC)c1 (stereo not drawn)
    3	2	1	5	-2.6	3	/	-1.9	-1.3	-7	1.8
- CN(CCOC(=O)c1ccco1)Cc1ccccc1
    4	1	-3	0	-1.4	0	-0.4	-2.4	-1.4	1	-1.0
- O=C(CS(=O)(=O)c1ccccc1)NCc1ccc(Cl)cc1
    -1	0	-8	-3	3.7	5	0.6	0.5	-0.8	0	-1.3
- O=S(=O)(NC(=NC1CCCCC1)c1ccccc1F)c1ccccc1
    -1	-3	-5	-6	-2.2	2	-0.7	-1.1	-1.0	3	-0.1
- CN1CCN(C(=O)c2cnn3c(C(F)F)cc(C4CC4)nc23)CC1
    -28	0	-8	-39	1.2	-6	0.7	3.9	-1.1	-2	0.1
- COc1ccc(-n2ncc(C(=O)N3CCN(c4ccc(F)cc4)CC3)c2C)cc1
    1	0	-2	-5	-2.7	-2	/	-0.1	-1.6	1	-0.7
- CC(Nc1c([N+](=O)[O-])c(=O)oc2ccccc12)c1ccccc1 (stereo not drawn)
    -3	-3	1	-6	-2.1	8	-1.3	0.8	-1.7	-4	0.2
- CCN1/C(=C/C(C)=O)Sc2ccc(OC)cc21
    7	-4	6	8	-2.5	1	-0.8	-0.1	-1.6	-7	-0.1
- C[C@@H](C(=O)N1CCN(C(=O)OC(C)(C)C)CC1)n1cc(CCC(=O)O)nn1
    4	0	0	3	-0.1	-3	2.7	0.9	-1.5	4	0.3
- COCCNC(=O)c1ccccc1NC(=O)Cc1ccccc1
    7	-2	3	8	0.4	-2	0.2	1.2	-0.9	2	0.6
- Cc1ccc(C)c(OCCOCCN2CCOCC2)c1
    0	0	-2	-1	0.1	1	0.4	-0.3	-1.0	0	-0.1
- CN=c1scc(-c2c[nH]c3ccccc23)n1C
    0	-5	-5	-1	3.7	1	-0.6	-1.1	-0.1	2	-0.3
- CN1CCN(c2nnc(-c3ccccc3)c(-c3ccccc3)n2)CC1
    -4	0	-5	-12	0.7	4	/	1.0	-0.9	-3	0.0
- CC(C)(O)C#Cc1ccc(C(=O)N2CCC(CCC(=O)NC3CC3)CC2)cc1
    3	-4	2	0	-1.0	-7	0.4	0.4	-0.7	-3	-1.9
- CC(C)CCN1CCC(Cc2ccccc2)(NC(=O)c2ccccc2)C1=O (stereo not drawn)
    4	0	1	7	-1.0	1	-0.4	-0.1	-1.0	2	-0.1
- COc1ccc(S(=O)(=O)N(C)CC(=O)N2CCCC2)cc1
    -3	0	1	-6	-1.0	1	-1.1	-0.9	-0.7	-3	-0.3
- CNS(=O)(=O)c1ccc(NC(=O)c2cncc(Br)c2)cc1
    0	1	0	-2	-0.4	-3	0.5	2.1	-1.1	0	0.3
- CCc1noc(C)c1C(=O)Nc1nc(-c2cc(OC)ccc2OC)cs1
    -2	-1	0	-4	-2.6	2	-0.9	0.8	-1.1	1	-2.7
- C=CCNC(=O)CSc1nnc(-c2ccncc2)n1CCc1ccccc1
    0	-8	-5	-2	-1.5	-4	1.6	-0.3	-0.8	4	-0.2
- C=CCNC(=O)c1ccccc1Cl
    3	-4	1	5	-1.4	1	1.3	2.4	-1.1	-2	0.1
- O=C(CSc1n[nH]c(-c2ccncc2)n1)NCCc1ccccc1
    -1	0	-3	-3	-0.7	0	0.7	-1.2	-0.6	-6	0.1
- CS(=O)(=O)N1CCC(C(=O)NCc2ccc(F)cc2)CC1
    2	-1	-1	6	-0.6	4	-0.7	-0.8	-0.9	-5	0.1
